Screening data from PubChem BioAssay.
PME-1 inh: blocks human protein phosphatase methylesterase 1. inhibition, % at 5.9 µM. recombinant PME-1, FP-Rh probe fluorescence polarization. Q9Y570. 320,000 tested, 0.53% active. AID 2130;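 active = inhibition above the campaign mean of all compounds plus 3 SD, cut at about 26% in these data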;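 also: competitive labeling of PME-1 active site by serine hydrolase directed probe; 0% = PME-1 with DMSO and 100% = wells lacking PME-1 enzyme; inhibitors block probe labeling so polarization falls and inhibition rises; many of its hits are not listed in these tables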
LYPLA2 counter: blocks human lysophospholipase 2, a PME1 counter-screen; O95372; 320,000 tested, 0.38% active; inhibition, % at 5.9 µM; recombinant LYPLA2, FP-Rh probe fluorescence polarization;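 active = inhibition above the screen-wide mean plus 3 SD, limit set per campaign, cut at about 26% in these data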;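 also: 0% = LYPLA2 with DMSO and 100% = wells lacking LYPLA2 enzyme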
LYPLA1 inh: counter-screen for PME1 inhibitors: inhibitors of human LYPLA1. recombinant LYPLA1, FP-Rh probe fluorescence polarization. AID 2174. inhibition, % at 5.9 µM. O75608. 320,000 tested, 0.16% active;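 active = inhibition above the mean of all tested compounds plus 3 SD, set per campaign, cut at about 14% in these data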;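 also: inhibitors block serine hydrolase probe labeling of LYPLA1 so polarization falls; 0% = enzyme with DMSO and 100% = wells lacking LYPLA1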
Target sequence (O75608 whole entry, looked up): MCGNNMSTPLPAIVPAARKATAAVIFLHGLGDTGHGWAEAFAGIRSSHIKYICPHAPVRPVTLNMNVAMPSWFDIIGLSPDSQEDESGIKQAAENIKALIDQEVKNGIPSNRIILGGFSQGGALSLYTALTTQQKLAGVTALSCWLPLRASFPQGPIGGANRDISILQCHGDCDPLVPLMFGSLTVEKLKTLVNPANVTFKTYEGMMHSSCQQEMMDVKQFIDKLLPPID
PAD4 FP inh: blocks human protein arginine deiminase 4. Q9UM07. recombinant PAD4, RCA probe fluorescence polarization. inhibition, % at 6.36 µM. 330,000 tested, 0.41% active;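 active = percent inhibition above a cutoff equal to the mean of all tested compounds plus 3 SD, cut at about 15% in these data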;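 also: 0% = PAD4 with RCA probe and DMSO and 100% = probe without PAD4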
GSTO1 counter: counter-screen for RBBP9 inhibitors: inhibitors of human GSTO1; inhibition, % at 5.96 µM; recombinant GSTO1, activity-based probe fluorescence polarization; 300,000 tested, 1.1% active;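 active = inhibition above the campaign mean inhibition plus 3 SD, cut at about 35% in these data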;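 also: 0% = GSTO1-1 with DMSO and 100% = wells lacking GSTO1-1 enzyme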
Target sequence (P78417 whole entry, looked up): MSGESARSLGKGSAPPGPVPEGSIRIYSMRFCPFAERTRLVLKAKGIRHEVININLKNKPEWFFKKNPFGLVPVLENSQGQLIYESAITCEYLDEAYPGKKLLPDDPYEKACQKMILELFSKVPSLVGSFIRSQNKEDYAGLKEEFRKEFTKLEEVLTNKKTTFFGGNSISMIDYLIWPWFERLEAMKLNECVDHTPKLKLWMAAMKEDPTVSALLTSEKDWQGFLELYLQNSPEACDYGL
PAFAH1B3 inh: blocks human PAF acetylhydrolase 1B catalytic subunit 3; recombinant PAFAH1B3, FP-rhodamine probe, fluorescence polarization; inhibition, % at 3.39 µM; Q15102; 340,000 tested, 0.28% active;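 active = inhibition above the screen-wide average of all tested compounds plus 3 SD, cut at about 25% in these data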;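 also: 0% = enzyme with DMSO only and 100% = wells lacking PAFAH1B3 protein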
Target sequence (Q15102 whole entry, looked up): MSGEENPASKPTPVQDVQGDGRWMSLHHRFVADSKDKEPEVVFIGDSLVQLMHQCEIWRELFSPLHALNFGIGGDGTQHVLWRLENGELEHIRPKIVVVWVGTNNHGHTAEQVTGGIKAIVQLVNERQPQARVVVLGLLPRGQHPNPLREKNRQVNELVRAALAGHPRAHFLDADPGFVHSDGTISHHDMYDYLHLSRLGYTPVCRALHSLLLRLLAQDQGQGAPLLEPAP
PREPL inh: inhibits the human prolyl oligopeptidase-like enzyme; Q4J6C6; recombinant PREPL, fluorescence polarization activity-based probe; inhibition, % at 5.96 µM; 320,000 tested, 0.68% active; AID 2751; in the data active = inhibition above about 43%;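 also: 0% = enzyme with DMSO and 100% = wells lacking enzyme; many of its hits are not listed in these tables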
PAFAH1B2 FP inh: inhibitors of human PAFAH1B2. P68402. recombinant PAFAH1B2, FP-rhodamine activity probe, fluorescence polarization. inhibition, % at 3.39 µM. 340,000 tested, 1.2% active. AID 492953;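 active = inhibition above the mean of all tested compounds plus 3 SD, cut at about 24% in these data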;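 also: 0% = enzyme with DMSO and 100% = wells lacking PAFAH1B2; many of its hits are not listed in these tables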
Target sequence (P68402 whole entry, looked up): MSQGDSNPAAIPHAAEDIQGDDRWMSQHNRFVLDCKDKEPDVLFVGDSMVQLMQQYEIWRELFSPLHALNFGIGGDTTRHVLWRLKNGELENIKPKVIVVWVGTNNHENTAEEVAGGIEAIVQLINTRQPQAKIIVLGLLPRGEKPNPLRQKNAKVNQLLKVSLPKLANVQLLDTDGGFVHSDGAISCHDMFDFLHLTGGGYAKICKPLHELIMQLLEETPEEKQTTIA
pPAFAH inh: inhibitors of human plasma PAF acetylhydrolase (pPAFAH). Q13093. recombinant pPAFAH, FP-rhodamine probe fluorescence polarization. inhibition, % at 3.39 µM. 330,000 tested, 1.5% active. AID 463082;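 active = inhibition above the mean inhibition across the screen plus 3 SD, cut at about 25% in these data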;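 also: inhibitors block binding of the rhodamine activity-based probe so polarization drops; 0% = enzyme with DMSO and 100% = wells lacking pPAFAH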
Numbers without * were called inactive; . = not tested or not shown.

SMILES | PME-1 inh | LYPLA2 counter | LYPLA1 inh | PAD4 FP inh | GSTO1 counter | PAFAH1B3 inh | PREPL inh | PAFAH1B2 FP inh | pPAFAH inh
CN(C(=O)CN1CCC(NC(=O)c2ccccc2Br)CC1)C1CCCCC1 | -1 | -6 | -2 | -2 | 8 | 10 | 4 | 5 | 4
C#CCOCCOCCOCCNc1nc(N2CCN(C(=O)[C@H]([C@@H](C)CC)n3cc([C@@H](N)Cc4ccc(O)cc4)nn3)CC2)nc(N2CCN(C(=O)[C@H]([C@@H](C)CC)n3cc([C@@H](N)CC(C)C)nn3)CC2)n1 | 5 | 4 | 4 | 0 | -2 | -7 | 3 | -5 | 1
Cc1cccc(N2C(=O)CSC23CCCCC3)c1 | 3 | 0 | 3 | 3 | 3 | -1 | 3 | 12 | 2
Cc1ccc(-c2nc(C(F)(F)F)cc(=O)[nH]2)cc1 | 2 | 1 | 2 | 1 | -7 | 8 | 10 | 5 | 3
CN(C(=O)COC(=O)c1cc(S(=O)(=O)N2CCCCC2)ccc1Cl)c1ccccc1 | 5 | 11 | 1 | 0 | . | 2 | 2 | 14 | 5
Cc1nn(-c2ccccc2)c2sc(C(=O)n3cccn3)cc12 | -3 | 0 | -1 | 0 | 5 | 10 | 14 | 6 | 3
O=C(CNc1cccc2ccccc12)N/N=C/c1ccc(C(=O)O)cc1 | 14 | 1 | 5 | 1 | -10 | 16 | 12 | 1 | 20
Cc1c(NC(=S)NC(=O)c2ccco2)c(=O)n(-c2ccccc2)n1C | -1 | 2 | 1 | -2 | 2 | 10 | -2 | 2 | -4
O=C1CN=C(Nc2ccccc2Cl)N1Cc1ccc2c(c1)OCO2 | 4 | 2 | 0 | 0 | 2 | 1 | -27 | 6 | 4
O=C(O)C1CC=CCC1C(=O)NCc1cn2ccccc2n1 (configuration not stated) | -4 | 0 | 0 | -3 | 5 | -1 | 7 | 3 | 1
CN(c1cccc(NC(=O)CN(c2ccc(F)cc2)S(C)(=O)=O)c1)S(C)(=O)=O | -4 | -11 | -9 | -5 | 1 | 1 | -3 | 2 | -5
CCCCN(C)C(=O)Cc1c(OC)ccc2cc(Br)ccc12 | 3 | -3 | -1 | 1 | 3 | 0 | 14 | 0 | 4
N=C1C(c2nc3ccccc3[nH]2)=C(O)CN1c1ccc(CC(=O)O)cc1 | 10 | -2 | -2 | -8 | 10 | 5 | 17 | 1 | 14
Cn1c(=O)oc2cc(S(=O)(=O)N3CCC(C(=O)NCc4ccccc4Cl)CC3)ccc21 | 0 | 2 | -1 | -4 | -1 | 11 | 4 | 0 | -1
COc1cccc(-n2nc(C(C)=O)c(C#N)c2-c2ccco2)c1 | -5 | 1 | -1 | -8 | 1 | 9 | 8 | -4 | -6
Cc1ccc2nsnc2c1S(=O)(=O)N1CCN(C)CC1 | 0 | -4 | 1 | -2 | -1 | 3 | 8 | 2 | 1
CN1C(C(=O)NCc2ccccc2)CC2Cn3c(nc4cc(Cl)c(Cl)cc43)C21 (configuration not stated) | 3 | -6 | -5 | -3 | 4 | 6 | 2 | -2 | -4
CC(C)[C@@H]1CC[C@@H](C)c2c(-c3ccccc3)n[nH]c21 | 0 | -2 | 0 | -2 | -9 | 1 | -6 | 10 | 23
COc1ccc(NS(=O)(=O)c2ccc3c(c2)CCO3)cc1 | 3 | 5 | 3 | -2 | 12 | 0 | 5 | 6 | 13
COCC(=O)Nc1cccc(-c2ccc3nncn3n2)c1 | -7 | 3 | 4 | -3 | -3 | 7 | 16 | 3 | 5
CCCCn1cnc2c(=S)nc(N)[nH]c21 | -7 | -4 | -4 | 3 | 13 | -6 | 21 | 0 | 1
CC(C)(C)c1ccc(-c2n[nH]c(=S)n2CC2CCCO2)cc1 (configuration not stated) | -6 | 5 | -1 | -4 | -8 | -1 | 4 | 6 | 7
O=C(NCc1ccc(F)cc1)C1CCCN1C(=O)Nc1ccc(F)cc1 (configuration not stated) | 0 | -1 | 4 | -4 | 16 | 5 | -6 | 4 | -1
O=C1C2C3C=CC([C@@H]2C(=O)N1c1nccs1)C31CC1 (some centres not stated) | 6 | 4 | 2 | 0 | 1 | 3 | 3 | -8 | 3
COC(=O)COc1ccc2occ(C(C)=O)c2c1 | 4 | 7 | 2 | 6 | 7 | 2 | -5 | -1 | -1
CC(/C=C/c1ccco1)=N\NC(=O)CNc1cccc(C)c1 | 2 | 7 | 6 | -1 | 0 | 4 | 4 | 2 | 7
COc1cccc(CNC(=O)CSc2ccc(-c3ccco3)nn2)c1 | 5 | -2 | 1 | -8 | 11 | -4 | 4 | 3 | 6
O=C(O)c1ccc(NC(=S)NC(=O)c2ccc(-c3ccc(Br)cc3)o2)cc1 | -2 | -4 | -4 | -1 | -1 | 3 | 22 | 1 | 4
CC(=O)c1ccc(NC(=O)C2CC(=O)N(C(C)C)C2)cc1 (configuration not stated) | -2 | -2 | 0 | 3 | 17 | 3 | 16 | -3 | 3
COc1ccc(N2CCN(C(=O)CCNS(=O)(=O)c3ccccc3)CC2)cc1 | 0 | -1 | 0 | -2 | -5 | -3 | 4 | 0 | 3
CCN(CC)c1ccc(CNc2nc3ccccc3n2CCN2CCCCC2)cc1 | 3 | -2 | -1 | -5 | 0 | 1 | 30 | -2 | 6
CC(C)C(=O)Nc1ccccc1N1CCN(C(=O)c2ccccc2)CC1 | 3 | 7 | 3 | -4 | 2 | 11 | 9 | 3 | -1
COc1ccc(Cc2nnc3sc(SCC(=O)Nc4ccccc4)nn3c2=O)cc1OC | -2 | 7 | 1 | 1 | 16 | 13 | -6 | 5 | 3
O=[N+]([O-])c1ccc(C2CC(c3ccccc3)=Nc3ccccc3S2)cc1 (configuration not stated) | -2 | 0 | -1 | 22* | 3 | 1 | 11 | 5 | 3
CN(C)c1ccc(NC(=O)CSc2nnc(C3CCCCC3)n2N)cc1 | -6 | 12 | 2 | -4 | 5 | 10 | 13 | 5 | 5
COc1cc2[nH]c(=S)n(Cc3ccc(F)cc3)c(=O)c2cc1OC | 7 | -5 | -5 | -1 | -1 | -1 | -3 | -4 | 0
COc1ccccc1OCc1ccc(C(=O)N2N=C(C(F)F)CC2(O)C(F)F)o1 (configuration not stated) | 2 | -3 | -4 | -4 | 0 | -6 | -2 | -5 | 5
O=C(Nc1ccccc1)c1sc(Cl)nc1-c1ccccc1 | -13 | -7 | -1 | -5 | 24 | 16 | -4 | 0 | -1
COc1ccc(CCNc2c(C=O)c(=O)[nH]c3ccccc23)cc1OC | 0 | -2 | 2 | 3 | 0 | 1 | 6 | 1 | -3
Clc1ccc(/C=N/Nc2nnc(Cl)c3ccccc23)cc1 | 1 | 2 | 0 | 1 | 4 | 2 | 10 | -2 | 5

Copied from the list:
Reading of Clc1ccc(/C=N/Nc2nnc(Cl)c3ccccc23)cc1 under PAFAH1B2 FP inh: -2
Reading of COc1cc2[nH]c(=S)n(Cc3ccc(F)cc3)c(=O)c2cc1OC under pPAFAH inh: 0
Reading of CCN(CC)c1ccc(CNc2nc3ccccc3n2CCN2CCCCC2)cc1 under GSTO1 counter: 0

(continued)
SMILES | PME-1 inh | LYPLA2 counter | LYPLA1 inh | PAD4 FP inh | GSTO1 counter | PAFAH1B3 inh | PREPL inh | PAFAH1B2 FP inh | pPAFAH inh
CC(C)C(=O)N1N=C2CCCCC2C1(O)C(F)(F)F (configuration not stated) | -2 | 3 | 0 | -6 | 17 | 8 | 17 | 6 | 3
NC(=O)N/N=C/c1cn(CC(=O)Nc2ccc(F)cc2)c2ccccc12 | 4 | 11 | 3 | -1 | 4 | . | 16 | . | 7
CCC(C)[C@H]1CN=C(N)N1CCc1cccc2ccccc12 (some centres not stated) | 1 | 3 | 2 | -1 | 1 | 8 | 19 | 3 | -3
CCCn1c(=O)c2ccccc2n2c(SCc3nnc(-c4ccccc4Br)o3)nnc12 | 1 | 0 | 2 | -1 | 4 | -3 | 0 | 6 | 4
O=C1CC(c2ccco2)CC(O)=C1C=Nc1ccc(Br)cc1 (configuration not stated) | -5 | 0 | -4 | -5 | 9 | 8 | -2 | 1 | 11
CC(=O)c1cc(OC(=O)N2CCOCC2)ccc1OC(=O)N1CCOCC1 | 1 | 2 | 2 | 0 | 5 | -1 | 12 | 6 | 2
COCCCNC(=O)c1cc(=O)n(Cc2ccc(Cl)cc2)c2ccccc12 | 0 | 4 | 0 | -2 | -6 | 7 | 0 | 5 | 2
COc1ccc(F)cc1S(=O)(=O)N1CCN(c2ccccn2)CC1 | 1 | 4 | 0 | 4 | 2 | 0 | 4 | 1 | 4
CN(CCO)c1nc(N)c2c(N)nc3c(c2c1C#N)CC(=O)N3Cc1cccs1 | 11 | -7 | -2 | -3 | 6 | 10 | 32 | 8 | 16
Nc1ncnc2c1ncn2[C@@H]1O[C@H](CNS(=O)(=O)c2cc3ccccc3s2)[C@@H](O)[C@H]1O | . | . | . | 0 | . | 7 | . | 2 | 1

The final 5 compounds of the part before come first, to join the parts:
SMILES | PME-1 inh | LYPLA2 counter | LYPLA1 inh | PAD4 FP inh | GSTO1 counter | PAFAH1B3 inh | PREPL inh | PAFAH1B2 FP inh | pPAFAH inh
CC(=O)c1cc(OC(=O)N2CCOCC2)ccc1OC(=O)N1CCOCC1 | 1 | 2 | 2 | 0 | 5 | -1 | 12 | 6 | 2
COCCCNC(=O)c1cc(=O)n(Cc2ccc(Cl)cc2)c2ccccc12 | 0 | 4 | 0 | -2 | -6 | 7 | 0 | 5 | 2
COc1ccc(F)cc1S(=O)(=O)N1CCN(c2ccccn2)CC1 | 1 | 4 | 0 | 4 | 2 | 0 | 4 | 1 | 4
CN(CCO)c1nc(N)c2c(N)nc3c(c2c1C#N)CC(=O)N3Cc1cccs1 | 11 | -7 | -2 | -3 | 6 | 10 | 32 | 8 | 16
Nc1ncnc2c1ncn2[C@@H]1O[C@H](CNS(=O)(=O)c2cc3ccccc3s2)[C@@H](O)[C@H]1O | . | . | . | 0 | . | 7 | . | 2 | 1
Cc1ccc(S(=O)(=O)NCC(=O)Nc2cccnc2)cc1C | . | . | . | 1 | . | 6 | 13 | 10 | -3
COc1ccc(CCNC(=O)c2ccc(OCC(=O)N3CCOCC3)c(OC)c2)cc1 | 6 | -1 | 2 | 0 | -3 | -1 | -4 | 0 | 7
O=S(=O)(NCCN1CCOCC1)c1ccc2c(c1)OCCO2 | 0 | 4 | -3 | -3 | -5 | 3 | -2 | -4 | 4
Cc1snc(SCc2c(F)cccc2Cl)c1C#N | -1 | 20 | 1 | -1 | 1 | 9 | 10 | -5 | 25*
CCOC(=O)C[C@H]1c2ccc(C(F)(F)F)cc2S(=O)(=O)N1C(C)(C)C | 5 | -3 | -1 | -4 | 3 | -1 | 6 | -3 | -4
CC1CCCC(C)N1C(=O)COC(=O)CNC(=O)c1ccccc1 (configuration not stated) | -4 | 1 | 1 | -5 | . | 3 | 4 | 3 | -2

Only part of the results is shown; rates above refer to the full screens.
